GPR55 activation: GPR55 agonists via beta-arrestin recruitment, primary screen, imaging, U2OS cells, beta-arrestin-GFP redistribution (AID 1961). U2OS GPR55 beta-arrestin-GFP redistribution imaging; higher % means a stronger effect. one-dose activation, % at 10 µM; EC50 in µM for titrated hits. hit rate 0.048% among 290,000;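 active = activation above 40% with more than 50 cells counted in the well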;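 also: U2OS osteosarcoma cells stably expressing GPR55 and beta-arrestin-GFP; plate controls were DMSO negative control for no effect and LPI positive control for full effect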
NS5 inhibitors: Dengue-2 NS5 methyltransferase inhibitors, primary screen, biochemical, confirmation dose response (AID 588689); Dengue-2 NS5 methyltransferase capping enzyme assay, biochemical; higher % means a stronger effect; inhibition, % at 25 µM, or IC50 in µM where a hit was titrated; hit rate 0.3% among 340,000; in the data active = a potency from the dose series
HIV peptide binding: cell-free HIV fusion peptide-binding blockers – biochemical, uHTS, fluorescence dequenching, primary screen (AID 1986); cell-free peptide binding, fluorescence dequenching, 30 min; higher % means a stronger effect; one-dose inhibition, % at 20 µM; IC50 in µM for titrated hits; hit rate 0.3% among 290,000; in the data active = inhibition mostly above about 52%, no sharp cut-off; inactive = mostly below about 76%; also: some results filed as inactive read as strong as hits
AID2073: inhibitors of Mint1-CaV2.2 protein interaction, biochemical, HTRF (AID 2073); HTRF protein-protein interaction, Mint1-CaV2.2; higher % means a stronger effect; one-dose inhibition, % at 20 µM; IC50 in µM for titrated hits; hit rate 0.19% among 290,000; in the data active = inhibition mostly above about 51%, no sharp cut-off; also: some results filed as inactive read as strong as hits
GPR35 antagonists: inhibition of zaprinast-stimulated GPR35 beta-arrestin translocation – imaging, U2OS, beta-arrestin-GFP, zaprinast agonist, primary screen (AID 2058) | U2OS GPR35 beta-arrestin-GFP translocation imaging, zaprinast antagonism; higher % means a stronger effect | inhibition, % at 10 µM, or IC50 in µM where a hit was titrated | hit rate 0.052% among 290,000;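 active = inhibition of at least 50% with at least 30 cells and total cytoplasm GFP at most 10,000,000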
NTR1 ag: agonists of NTR1, primary screen, imaging, U2OS cells, beta-arrestin-GFP, high content (AID 493036) | NTR1-U2OS beta-arrestin-GFP spot imaging, agonist mode | activation, % at 20 µM | hit rate 0.17% among 330,000;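 active = activation at or above 40% of the spot to cytoplasm intensity ratio, with at least 20 cells analyzed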;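 also: 0% = DMSO without peptide and 100% = 100 nM NTR1 peptide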
Target sequence (P30989 whole entry, looked up): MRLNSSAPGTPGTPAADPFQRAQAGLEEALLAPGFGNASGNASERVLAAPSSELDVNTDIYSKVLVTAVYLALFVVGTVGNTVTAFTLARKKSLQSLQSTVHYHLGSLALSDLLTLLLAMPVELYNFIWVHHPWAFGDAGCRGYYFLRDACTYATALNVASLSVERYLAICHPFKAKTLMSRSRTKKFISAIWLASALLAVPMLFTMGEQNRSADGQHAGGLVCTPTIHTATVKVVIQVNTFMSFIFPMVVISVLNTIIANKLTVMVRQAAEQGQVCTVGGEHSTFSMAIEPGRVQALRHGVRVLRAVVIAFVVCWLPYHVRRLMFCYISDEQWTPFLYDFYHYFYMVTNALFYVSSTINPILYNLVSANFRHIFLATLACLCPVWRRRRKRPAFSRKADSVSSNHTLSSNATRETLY
UTI89 phage lysis: inhibition of K1F phage lysis, E. coli UTI89, bacterial capsule biogenesis inhibitors, alamar blue (AID 488966). E. coli UTI89 K1F phage lysis, alamar blue, 2 h; higher % means a stronger effect. hit rate 0.02% among 340,000. inhibition, % at 100 µM, or IC50 in µM where a hit was titrated;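 active = phage lysis inhibition, versus mean bacterial control, above a set limit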;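 also: capsule biogenesis inhibitors block K1F phage lysis so surviving cells raise fluorescence; higher fluorescence means more inhibition of phage lysis; actives were called in the ten point dose series up to 300 µM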
GPR55 LPI antagonism: GPR55 antagonists blocking LPI-driven arrestin recruitment, primary screen, imaging, U2OS, beta-arrestin-GFP, LPI agonist (AID 2013); hit rate 0.13% among 290,000; U2OS GPR55 beta-arrestin-GFP translocation imaging, LPI antagonism; higher % means a stronger effect; one-dose inhibition, % at 10 µM; IC50 in µM for titrated hits;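 active = spots per cell inhibited over 60%, with over 100 cells counted and total cytoplasm intensity under 500,000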;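 also: U2OS cells stably carrying GPR55 and arrestin-GFP stimulated by 5 µM LPI near EC80; imaged beta-arrestin-GFP aggregate spots per cell after agonist stimulation; plate controls were LPI-stimulated DMSO wells for no effect and DMSO wells without LPI for full effect; some results filed as inactive read as strong as hits; confirmed hits need IC50 under 10 µM and bright autofluorescent wells are also inconclusive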
SIAH1 antagonists: Siah-1 peptide-binding antagonists, primary screen, biochemical, fluorescence polarization, rhodamine-plectin, uHTS (AID 1817); Siah-1 / rhodamine-plectin peptide fluorescence polarization; higher % means a stronger effect; displacement, % at 20 µM; hits with a dose series show IC50 in µM; hit rate 0.02% among 290,000;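 active = displacement of at least 50% at 20 µM, with a fluorescence ratio check between 0.3 and a set limit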;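 also: plate controls were Siah plus tracer with DMSO for no effect and tracer alone without Siah for full effect; strong numbers were not always called active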
NTR1 ag cell count 20 µM: recorded beside NTR1 ag, whose call it bears; cell count; measured here: cell count, cytotoxicity flag
NS5 inhibitors pilot replicate: also measured in NS5 inhibitors; calls as there; inhibition, %; measured here: pilot screen replicate inhibition
Active calls of the source: *; nt = no result given; [ ] = another dose, or the depositor's remark.

SMILES	GPR55 activation	NS5 inhibitors	HIV peptide binding	AID2073	GPR35 antagonists	NTR1 ag	NTR1 ag cell count 20 µM	UTI89 phage lysis	GPR55 LPI antagonism	SIAH1 antagonists	others
CC(C)Nc1cc(C(F)(F)F)nc(-c2ccccn2)n1	-0.1%	-9%	0.4%	28%	9%	0.3	71	-0.1%	15%	0%	NS5 inhibitors pilot replicate=3.7
N#CCCN1CCN(S(=O)(=O)c2cc(Cl)ccc2Cl)CC1	0.5%	-1%	-1.7%	6%	11%	0.2	54	0.0%	2%	4%
Cc1ccc(CCNS(=O)(=O)c2cc(Br)cnc2N)cc1	-0.1%	1%	1.1%	7%	2%	2.2	64	1.0%	6%	-2%
Cc1ccccc1OCc1nc2ccccc2c(=O)n1/N=C/c1c[nH]c2ccccc12	-0.3%	-2%	-0.4%	17%	-2%	32	51	1.8%[50 µM]	12%	5%
CC(=O)Nc1ccc(C2=NN(CC#N)C(=O)SC2)cc1	0.0%	-2%	0.4%	-2%	1%	-1.7	73	0.0%	-12%	0%
O=C(Nc1ccccc1N1CCCCC1)c1cccc(OC(F)F)c1	0.5%	-2%	1.2%	22%	4%	1.9	48	0.1%	4%	-1%
COc1ccc(C(C)=O)cc1COC(=O)c1cc(C)oc1C	0.6%	-12%	2.0%	2%	-13%	1.0	60	0.1%	0%	7%
Cc1cccc(CN2C[C@]34C=C[C@@H](C[C@@H]3S2(=O)=O)O4)c1	0.3%	-9%	0.8%	11%	-14%	2.4	49	1.1%	5%	7%
CC(=O)N(C(C)=O)c1ncc2c([nH]c3ccccc32)c1C#N	0.2%	2%	3.3%	32%	8%	1.1	58	0.0%	-3%	1%
CCOc1ccc(Oc2c(/C=N/NC(N)=O)c(C)nn2-c2ccccc2)cc1	0.2%	0%	-2.8%	12%	-18%	2.7	81	0.2%	2%	0%
Cc1cc(N/N=C/c2ccccc2O)c2ccccc2n1	-0.1%	1%	-2.3%	-4%	11%	6.2	55	0.9%	8%	5%
O=S(=O)(c1cc(Cl)ccc1Cl)N1CCN(Cc2ccco2)CC1	-0.1%	-5%	-0.5%	10%	0%	-0.2	70	-0.3%	-1%	4%
O=C(NC1CCCC1)C(c1cccs1)N(C(=O)c1csnn1)c1ccccc1F (stereo unspecified)	1.3%	6%	0.9%	11%	-14%	1.6	62	0.0%	11%	12%
CC(=O)Nc1cccc(OCc2ccc(S(=O)(=O)Cc3ccccc3)cc2)c1	-0.1%	7%	0.7%	4%	6%	-0.7	41	0.6%[50 µM]	12%	1%
COCCN1C=C2C(=O)C(C)(OC(=O)C3CCCC3)C(=O)C=C2C=C1c1ccsc1 (stereo unspecified)	-0.1%	14%	4.3%	-4%	7%	-5.2	85	1.3%	16%	-6%
CCN(C(=O)c1cnc(OC)cc1C(F)(F)F)c1ccc(Cl)cc1	0.2%	2%	0.6%	-7%	6%	0.8	40	-0.4%	7%	4%
COc1ccc(-c2oc3c(OC)c(OC)c(OC)c(O)c3c(=O)c2OC)cc1OC	0.5%	-1%	-2.1%	23%	-24%	3.4	91	1.0%	17%	-2%
CCOc1cc2[nH]c(=S)n(Cc3ccc(C(=O)NCCOC)cc3)c(=O)c2cc1OCC	0.3%	-2%	13%	15%	0%	1.7	90	3.1%	5%	4%
Cc1cccc(-c2nc(CNC(=O)c3ccco3)cs2)c1	-0.2%	-6%	-0.1%	7%	-2%	0.8	48	0.0%	-7%	-3%
O=C(c1ccco1)N1CCN(C(=O)c2cccc3c2C(=O)N(Cc2cccnc2)C3)CC1	-0.1%	-1%	1.3%	1%	-2%	0.8	48	0.6%	-3%	-6%

Two records drawn at random from those above, as already listed:
SMILES	GPR55 activation	NS5 inhibitors	HIV peptide binding	AID2073	GPR35 antagonists	NTR1 ag	NTR1 ag cell count 20 µM	UTI89 phage lysis	GPR55 LPI antagonism	SIAH1 antagonists	others
O=C(Nc1ccccc1N1CCCCC1)c1cccc(OC(F)F)c1	0.5%	-2%	1.2%	22%	4%	1.9	48	0.1%	4%	-1%
CCOc1cc2[nH]c(=S)n(Cc3ccc(C(=O)NCCOC)cc3)c(=O)c2cc1OCC	0.3%	-2%	13%	15%	0%	1.7	90	3.1%	5%	4%

(more compounds)
SMILES	GPR55 activation	NS5 inhibitors	HIV peptide binding	AID2073	GPR35 antagonists	NTR1 ag	NTR1 ag cell count 20 µM	UTI89 phage lysis	GPR55 LPI antagonism	SIAH1 antagonists	others
Cc1cc(C)cc(NC(=O)CSc2nnc(-c3cc(C)[nH]n3)n2N)c1	-0.1%	-12%	1.2%	-6%	-7%	0.7	67	0.3%	-7%	10%
CCOc1ccccc1NC(=O)CSc1nnc(CNC(=O)COc2ccc(Cl)cc2)o1	-0.1%	-7%	3.1%	6%	2%	-3.2	92	1.2%	-2%	4%
C(=N\Nc1nc(Nc2ccccc2)nc(N2CCCCC2)n1)/c1ccco1	-0.1%	nt	4.2%	20%	2%	9.9	45	nt	7%	3%
CCN(CC)S(=O)(=O)c1cc(NS(=O)(=O)c2cccc(Cl)c2)ccc1C	0.6%	-8%	5.3%	-4%	5%	6.2	72	0.0%	14%	2%
COc1ccc(NC(=O)c2cccc(NC3=NC4CS(=O)(=O)CC4S3)c2)cc1Cl (stereo unspecified)	-0.1%	0%	-0.7%	-23%	3%	-2.5	76	-0.5%	2%	-4%
CCNc1nc(CC)nc2c1oc1ccccc12	-0.3%	-3%	-0.7%	-18%	0%	3.5	55	1.0%	3%	3%
CSCC[C@H](NC(=O)[C@H](Cc1ccccc1)n1c(=O)[nH]c2ccccc2c1=O)C(=O)N1CCC[C@@H]1C(=O)O	0.2%	-7%	1.6%	0%	-3%	0.2	85	-2.1%	-3%	-1%
COc1cccc(C2C(C(=O)c3cccs3)=C(O)C(=O)N2CCN2CCOCC2)c1 (stereo unspecified)	-0.1%	-8%	1.8%	5%	-3%	1.1	78	0.1%	-3%	0%
COc1ccc(C)c(S(=O)(=O)Nc2ccc(OCC(=O)O)cc2)c1	-0.1%	3%	5.4%	-1%	-8%	-1.6	54	0.5%	-9%	-4%
CN(/N=C/c1ccncc1)C1=NS(=O)(=O)c2ccccc21	-0.1%	-7%	-0.4%	-8%	5%	2.6	52	0.0%	6%	-2%
CC1CCN(C(=O)CCCC(=O)N2CCC(C)CC2)CC1	0.3%	-6%	-1.1%	-3%	-3%	0.5	47	0.6%[50 µM]	-1%	3%
COc1ccc(NC(=O)C2CCN(S(=O)(=O)c3cccc4nonc34)CC2)cc1OC	0.1%	0%	-1.7%	7%	-10%	1.5	46	0.3%	-7%	0%
Cc1nc(Sc2nnnn2-c2ccccc2)c(C#N)c(C)c1C	-0.1%	1%	1.4%	5%	14%	-1.3	59	1.5%	0%	8%
CN1CCC(N(C)C(=S)Nc2ccc(F)cc2)CC1	-0.3%	-8%	0.3%	-13%	8%	6.5	45	-0.7%	12%	-1%
CCCC12C(=O)C(C)(C(c3ccccc3)=C1c1ccccc1)C1C(=O)N(c3ccc(C)cc3)C(=O)C12 (stereo unspecified)	0.5%	2%	0.3%	2%	2%	1.0	51	-2.1%	6%	-8%
O=C(/C=C1\SC(=O)NC1=O)Nc1ccc(C(=O)O)cc1	-0.2%	3%	1.4%	10%	-24%	0.5	62	0.3%	-8%	-3%
O=C1N=C2SCCN2/C1=C\c1ccccc1Cl	-0.1%	-15%	-2.4%	-3%	13%	0.8	39	-0.4%	13%	1%
Cc1ccc(C2=NCCNC2=O)c(C)c1	0.0%	-3%	3.6%	-2%	-10%	0.3	77	0.8%	6%	5%
CN(C)S(=O)(=O)c1cccc(NC(=O)CN2C(=O)NC(Cc3c[nH]c4ccccc34)C2=O)c1 (stereo unspecified)	-0.2%	nt	1.5%	-2%	12%	nt	nt	nt	1%	1%
CC(C)(C)OC(=O)N1CCCN(C(=O)Nc2ccccc2)CC1	-0.1%	nt	1.0%	3%	-2%	1.4	35	nt	20%	7%
CC(C(=O)Nc1ccc(Cl)cc1)N(C)Cc1cccs1 (stereo unspecified)	0.3%	-14%	-1.1%	9%	2%	1.6	49	-0.1%	-5%	8%
Cc1oc2ccc(OCc3cccc(Cl)c3)cc2c1C(=O)O	0.0%	9%	26%	0%	8%	-0.3	90	-1.5%[50 µM]	3%	3%
CC(=O)/C(CN1CCCCC1)=N\O	-0.3%	-6%	1.2%	5%	-1%	-0.9	46	0.4%	2%	3%
COc1ccccc1NC(=O)c1cn(C)c(=O)c2cc(OC)c(OC)cc12	-0.2%	-4%	-0.7%	11%	-9%	-0.8	67	-2.2%	8%	7%
Cc1ccc(S(=O)(=O)N2CCOCC2)cc1C(=O)N1c2ccccc2Sc2ccccc21	0.0%	-5%	0.4%	-6%	-7%	0.0	70	-0.1%	-17%	-6%
COc1ccc(C(=O)NC2=Nc3ccccc3N=C(C)C2c2ccccc2)cc1 (stereo unspecified)	-0.3%	5%	0.2%	-1%	11%	-1.1	52	1.0%	-2%	2%
N#Cc1ccccc1NC(=O)COC(=O)c1ccc(S(=O)(=O)N2CCCC2)cc1	-0.3%	-2%	0.5%	-2%	12%	-0.1	34	0.8%	-5%	0%
O=C(Oc1ccc(NC2=NS(=O)(=O)c3ccccc32)cc1)c1cccnc1	0.5%	10%	0.2%	21%	-7%	-0.1	66	1.3%	-13%	2%
CC(C(=O)NN)c1ccc([N+](=O)[O-])cc1 (stereo unspecified)	-0.1%	-2%	-0.1%	-6%	-10%	-1.0	63	0.1%	-8%	6%
CCn1cc(C(=O)NCCCN2CC(C)CC(C)C2)c(=O)c2cc(S(=O)(=O)N(C)C3CCCCC3)ccc21 (stereo unspecified)	0.6%	0%	0.1%	-2%	-11%	4.8	76	-0.1%	15%	-5%
COc1ccc(C(=O)COC(=O)CCN2C(=O)C3C4CCC(C4)C3C2=O)cc1 (stereo unspecified)	0.1%	-4%	2.1%	-2%	2%	-1.3	86	0.2%	3%	8%
COc1ccc(-c2cc(C(F)(F)F)nc(SCCC(=O)N3CCOCC3)n2)cc1	0.3%	-2%	-0.3%	-2%	4%	0.5	38	0.7%	21%	2%
CC12CC3CC(C)(C1)CC(C(=O)NCc1ccncc1)(C3)C2	-0.4%	-4%	0.4%	12%	-2%	1.1	69	0.0%	6%	2%
CC(C)OC(=O)/C(C#N)=C/c1c[nH]c2ccccc12	0.1%	3%	2.1%	2%	13%	6.8	50	3.9%	14%	9%
Cc1cc(C)n2nc(S(=O)(=O)NCCc3ccccc3)nc2n1	-0.1%	0%	-2.2%	6%	-4%	-1.1	70	-2.0%	6%	-4%
C=CCN(c1ccccc1)S(=O)(=O)c1cccc2cccnc12	-0.3%	-4%	-1.4%	-12%	5%	1.7	52	-0.1%	6%	0%
CCCc1cc(=O)oc2c(CN3CCOCC3)c(O)ccc12	-0.1%	-2%	-1.8%	34%	5%	0.2	54	1.3%	1%	2%

Rows are unselected. Share with any hit: about 1.2%.
